Source: PubChem BioAssay
AmpC inh no detg: qHTS Inhibitors of AmpC Beta-Lactamase (assay without detergent); AmpC nitrocefin hydrolysis, absorbance 480 nm, 0.0001% Triton; P00811; AID 485341, 2010; 330,000 tested, 0.52% active; Potency, µM (series often up to 57.1 µM), for inactives: at the highest dose activity change, negative = inhibition, actives largely listed as inhibitors;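 note: potency is the fitted concentration of half-maximal effect; plate controls were no compound for no effect and no enzyme for full effect; nearly all actives have a fitted effect of over 20% in size; some results filed as inactive show a strong effect at the top dose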
Target sequence (P00811 whole entry, looked up): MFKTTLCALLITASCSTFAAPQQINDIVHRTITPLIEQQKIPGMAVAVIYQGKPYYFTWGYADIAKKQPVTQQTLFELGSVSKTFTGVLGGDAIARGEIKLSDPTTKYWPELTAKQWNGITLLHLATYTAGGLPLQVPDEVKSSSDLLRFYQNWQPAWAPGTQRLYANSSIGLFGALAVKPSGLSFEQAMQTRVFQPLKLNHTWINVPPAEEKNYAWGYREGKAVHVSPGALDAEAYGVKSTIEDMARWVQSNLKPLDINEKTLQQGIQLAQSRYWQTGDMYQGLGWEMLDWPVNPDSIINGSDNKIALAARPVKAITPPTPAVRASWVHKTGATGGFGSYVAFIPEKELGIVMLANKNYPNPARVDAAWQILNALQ
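20 mM phosphate pH 7.0 + 0.01% (detergent screen) or 0.0001% Triton X-100; 5.3 nM AmpC reagent; cpd preinc 15 min RT; nitrocefin (800 uM stock) to start; A480 q20 s × 4 min; Activity was normalised to no-enzyme and no-compound control wells.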
HCMV inh: qHTS Assay for inhibitors of the human cytomegalovirus (HCMV); HFF cells, HCMV-luciferase reporter, 72 h; active compounds read low; activity change, negative = inhibition, % at 57.5 µM; 410,000 tested, 4.5% active; in the data active = activity change below about -60%; inconclusive = no clear call, values can overlap the other calls; inactive = above about -39%; note: % is set by controls: 0 for no effect and ±100 for the full control effect
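Cell-based, HFFs, 1000 cells/well, 16 h 37C; cpds in DMSO + HCMV-luc, MOI 1 PFU/cell; 72 h 37C; OneGlo luminescence after 5 min RT; norm. to buffer vs Salinomycin 10uM.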
Shiga inhibitor: A qHTS for Small Molecule Inhibitors of Shiga Toxin | Vero cells, Shiga toxin protein synthesis inhibition reporter | inhibition, % at 38.7 µM | 290,000 tested, 9.2% active; in the data active = inhibition mostly above about 28%, no sharp cut-off; inactive = mostly below about 43%; note: 0% is about no effect
AmpC inh detg: qHTS Inhibitors of AmpC Beta-Lactamase (assay with detergent); AmpC hydrolysis of nitrocefin, absorbance 480 nm, 0.01% Triton; P00811; 370,000 tested, 0.041% active; Potency, µM (titrated, usually from 114 µM), inactives show at the highest dose activity change, negative = inhibition, usual class: inhibitors;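 note: potency is the fitted concentration of half-maximal effect; 0% = no-compound wells and -100% = no-enzyme wells; nearly all actives have a fitted effect of over 25% in size; some results filed as inactive show a strong effect at the top dose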
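AmpC (5.3 nM in the dispensed reagent) in 20 mM phosphate pH 7.0 with 0.01% (detergent screen) or 0.0001% Triton X-100 was preincubated with compounds for 15 min at room temperature. Nitrocefin was then added from an 800 uM solution, and hydrolysis was followed at 480 nm.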
AMA1 RON2 block: qHTS for Inhibitors of AMA1-RON; Towards Development of Antimalarial Drug Lead: Primary Screen. AlphaScreen AMA1-biotinylated RON2 peptide binding. Potency, µM (doses to about 58.2 µM), without a hit: top-dose activity change, negative = inhibition, most hits filed as inhibitors. 360,000 tested, 0.2% active. AID 720542, 2013;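 note: potency is the fitted concentration of half-maximal effect; 0% = vehicle wells and -100% = peptide control; nearly all actives have a fitted effect of over 45% in size; some results filed as inactive show a strong effect at the top dose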
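AMA1 (3D7) with his tag at 25 nM final met compounds first, then biotinylated RON2 peptide at 25 nM; detection used donor plus acceptor beads, 10 µg/mL apiece, read by AlphaScreen after 30 min at room temperature.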
Giardia FBPA inh: qHTS Assay for Inhibitors of Fructose-1,6-bisphosphate Aldolase from Giardia Lamblia; Potency, µM (series often up to 59.6 µM), without a hit: top-dose activity, negative = inhibition, actives largely listed as inhibitors; 290,000 tested, 0.71% active; purified Giardia FBPA; A8B2U2; note: potency is the fitted concentration of half-maximal effect; % is set by controls: 0 for no effect and ±100 for the full control effect; nearly all actives have a fitted effect of over 55% in size
Target sequence (A8B2U2 whole entry, looked up): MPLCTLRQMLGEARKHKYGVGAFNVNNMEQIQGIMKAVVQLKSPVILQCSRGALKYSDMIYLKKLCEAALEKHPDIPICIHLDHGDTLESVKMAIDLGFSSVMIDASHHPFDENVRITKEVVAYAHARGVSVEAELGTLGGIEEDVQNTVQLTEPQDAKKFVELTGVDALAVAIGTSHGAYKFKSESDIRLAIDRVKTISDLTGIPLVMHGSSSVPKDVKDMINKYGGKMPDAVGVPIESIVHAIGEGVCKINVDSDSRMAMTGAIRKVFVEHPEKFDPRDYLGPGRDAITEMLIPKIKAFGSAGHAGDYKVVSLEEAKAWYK
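Giardia FBPA (40 nM reagent) was preincubated 10 min at RT with compound (up to 57.5 uM final), then substrate plus GAPDH/TPI/NAD/arsenate coupling system with diaphorase/resazurin was added; resorufin fluorescence (525/598 nm) was read after 20 min.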
Cycloheximide cs: Cycloheximide Counterscreen for Small Molecule Inhibitors of Shiga Toxin | max response, % | cell reporter, cycloheximide protein synthesis inhibition counterscreen | AID 2314, 2010 | 300,000 tested, 12% active; in the data active = max response mostly above about 13%, no sharp cut-off; inactive = mostly below about 14%; note: read at 38.3 µM for the half of the compounds with a filed dose; 0% is about no effect
* hit, by the source's call; ? = inconclusive; · = no result given; & = joins results of further samples; [ ] = remark or other dose. Unless noted, calls come from the whole dose curve; as a rule, active = well fitted curve in the direction sought with a large enough effect; inconclusive = small, poorly fitted or top-dose-only effect, or another doubt; inactive = no such curve, though single readings can be large; an effect the other way counts as inactive or inconclusive.

SMILES | AmpC inh no detg | HCMV inh | Shiga inhibitor | AmpC inh detg | AMA1 RON2 block | Giardia FBPA inh | Cycloheximide cs
CC(CCN1CCC(n2nccc2NC(=O)c2ccccc2Cl)CC1)c1ccccc1 (stereo not given) | 107%[activator] | 9 | 11 | 15% | -15% | · | -5
Nc1nc(CSc2nc3ccccc3s2)nc(Nc2ccccc2)n1 | -12% | · | -14 | -8% | · | -5% | 21*
Cc1ccc(S(=O)(=O)NN2C(=O)c3ccccc3NC2C)cc1 (stereo not given) | -25% | -14 | -10 | -8% | 0%[11.6 µM] | 4% | -3
O=c1c2c(nc3nc(NCc4ccccc4Cl)[nH]n13)CCC2 | -16% | ? | -4 | 8% | · | -8% | 2
O=C(Nc1ccc2ccccc2n1)c1ccccc1 | -28% | 70 | 66* | -19% | 3% | -1% | 49*
CN1CCN(CC(=O)c2cc(C(C)(C)C)c(O)c(C(C)(C)C)c2)CC1 | 43% | -37 | · | -8% | -1% | -24% | -1
O=C(Nc1ccccn1)c1c(O)c2cccc3c2n(c1=O)CCC3 | -8% | 154 | -14 | -16% | 7% | 0% | -4
Cc1ccc(Cn2ccsc2=NC(=O)CCl)cc1 | -1% | -99* | 45* | 6% | 1% | 4% | 32*
Cc1cccc(-c2nc3ccccc3c(=O)n2N)c1 | -14% | 2 | -6 | -2% | 0% | 7% | 1
O=C(NCC1CCN(c2ccc(S(=O)(=O)N3CCOCC3)cc2)CC1)Nc1ccccc1 | -7% | ? | -3 | -7% | 27% | 5% | -4
CCN(CC)c1nc(N2CCOCC2)nc2ccccc12 | -8% | -19 | -23 | -9% | 15% | ? | -2
Cc1ncoc1C(=O)Nc1cccc(Cl)c1 | -10% | 104 | 100* | -14% | 0% | -2% | 63*
COc1ccccc1CNC(=O)[C@H](Cc1c[nH]c2ccccc12)NC(=O)[C@@H]1Cc2ccccc2CN1 | -23% | · | 2 | -13% | 19% | -28% | -1
CCN1C(=O)c2cccc3c(S(=O)(=O)Nc4ccccc4)ccc1c23 | -30% | · | 20 | -10% | 0% | -6%[12.9 µM] | 10
CCOC(=O)N1CCC(N2CCN(C3CCCC3)C(CCO)C2)CC1 (stereo not given) | -36% | ? | -2 | 0% | -2% | 3% | -1
Cc1c(C(=O)C(=O)NCCc2ccc(S(N)(=O)=O)cc2)c2ccccc2n1C | -22% | -18 | -9 | 4% | -4% | 5% | -1
O=C(Nc1cccc(F)c1)[C@@H]1CCCN1 | -17% | -8 | 3 | -9% | 8% | -18% | 0
O=[N+]([O-])c1cc([N+](=O)[O-])c(N2CCCCCC2)cc1NCCO | 39% | -20 | -9 | 0% | -8% | 1% | -2
Cc1ccc(Cn2c(O)c(N=NC(=S)Nc3ccccc3F)c3ccccc32)cc1 | -28% | 39 | 8 | 2% | 59%[activator] | 2% | -1
O=C(CN1CCN(c2ccccc2)CC1)Nc1ccccc1C(F)(F)F | 0% | -6 | -5 | 0% | -11% | -1% | -2
Cc1cc(C)nc(N(C#N)CN2C(=O)c3ccccc3S2(=O)=O)n1 | -21% | 41 | -8 | ? | 9% | 6% | -2
C/C(=N\NC(=O)c1cccs1)c1ccncc1 | -10% | 112 | 107* | -2% | -2% | 6% | 36*
O=C(Cc1ccc(-c2ccccc2)cc1)Nc1ccccc1 | -23% | -18 | 21 | 1% | -11% | 14% | 22*
N#CCC(=O)Nc1ccc(C(=O)OCC(=O)c2ccc3c(c2)NC(=O)CO3)cc1 | -13% | 0 | · | -9% | -18% | · | ·
Cc1csc(Nc2ccc(Cl)cc2)n1 | -34% | 26 | 73* | -5% | -25% | -8% | 24*
O=C(CCN1C(=O)S/C(=C/c2ccccc2)C1=O)Nc1ccc(O)c(C(=O)O)c1 | -24% | -1 | 14 | -4% | -2% | · | 1
CC1CCN(C(=O)Cn2nnnc2CN2CCOCC2)CC1 | -12% | 7 | 15 | 2% | 7% | · | -2
O=C(Cc1ccc2c(c1)OCCO2)N1CCN(S(=O)(=O)c2cccc(C(F)(F)F)c2)CC1 | -14% | -38 | 24 | 1% | -2% | -4% | 3
O=C(CNC(=O)c1ccc(Br)o1)Nc1cccc(S(=O)(=O)N2CCOCC2)c1 | -42% | 8 | · | -14% | 9% | · | ·
CCCCCCc1cc2cc(S(=O)(=O)c3ccc(F)c(Cl)c3)c(=O)oc2cc1O | -21% | -102* | -14 | ? | 24% | 4% | -1
CN(CC(=O)Nc1ccccc1C(F)(F)F)C(=O)Cn1c(=O)oc2ccccc21 | -8% | -4 | · | ? | 2% | · | ·
Cc1nn(CC(=O)N2CCc3ccccc3C2)c(C)c1Cl | -15% | -5 | -9 | 1% | 12% | · | -2
Cc1ccc(C(=O)OCC(=O)NCc2ccc3c(c2)OCO3)cc1S(=O)(=O)N1CCOCC1 | -5% | 28 | · | · | 8% | · | ·
O=C(CSc1ncc(-c2ccccc2)n1CC1CCCO1)N1CCCCC1 (stereo not given) | 46% | 26 | 30 | -4% | -4% | -2% | 11
CC(=O)CC(c1ccccc1)c1c(O)c2ccccc2oc1=O (stereo not given) | -2%&-42%&-7% | -14&17&46 | -9&-7 | ? | 4%&-4%&-3% | ? | -2&-2
N#Cc1ccccc1OCC(=O)OCC(=O)NCc1ccc2c(c1)OCO2 | -19% | -7 | · | -1% | -7% | · | ·
COc1cc(Cl)c(S(=O)(=O)N2CCOCC2)cc1Cl | 1% | 1 | -13 | 5% | -2% | -3% | -4
Cc1cc(NN)nc(NS(=O)(=O)c2ccc(Cl)cc2)n1 | -37% | -36 | -13 | -4% | 48%[activator] | -15% | -1
O=C(NC1CCCc2c1cnn2-c1ccccc1F)c1ccccc1N1CCOCC1 (stereo not given) | 63%[activator] | -34 | 22 | -7% | 0% | · | 10
O=C(CSc1nc2nn(-c3ccccc3)c(=O)c-2c2n1CCCCC2)c1ccc(O)c(O)c1 | -44% | · | · | 0% | -15%[11.6 µM] | · | ·
Cc1ccc2c(c1)NCC(C(=O)NCc1ccccc1)O2 (stereo not given) | -20% | 15 | -12 | ? | -4% | 1% | -2
COc1cccc(Cl)c1NC(=O)N1CCc2c([nH]c3ccccc23)C1C(F)(F)F (stereo not given) | -18% | ? | -7 | -14% | -20% | -5% | -1
COc1ccc(C2=Nn3c(nnc3-c3ccc(OC)cc3)SC2)cc1 | 78%[activator] | -101* | -13&6 | -2% | 6% | -5%&4% | -5&3
CC(=O)c1cccc(CN2CCC(C(=O)Nc3ccc(-c4cccc(C)c4)cc3)CC2)c1 | 95%[activator] | -36 | 3 | ? | -1% | 16% | -2
Cc1nnn(-c2nonc2N)c1C(=O)N/N=C/c1cccc2ccccc12 | -13% | -65* | 17 | -7% | -8% | 4% | 0
C=CCn1c2ccccc2c2nnc(SC(CC)C(=O)Nc3sc4c(c3C#N)CCCC4)nc21 (stereo not given) | -29% | -25 | 7 | -6% | 22% | 0% | 24*
O=C1CCN(Cc2ccccc2)C(=O)N1c1ccccc1 | -2% | -16 | 4 | -5% | 7% | -5% | -2
O=S(=O)(/C=C/c1ccccc1)Nc1ccc(N2CCOCC2)cc1 | -12% | 19 | -9 | 3% | -3% | -3% | -5
CCOC(=O)/C(C#N)=N\Nc1ccc(S(=O)(=O)Nc2nc(C)cc(C)n2)cc1 | -21% | -7 | -9 | -1% | -1% | 1% | -5
CCCCn1c(=O)c(C(=O)NCc2ccccc2Cl)c(O)c2ccccc21 | -29% | 39 | · | ? | 12% | 18% | -1
Cc1ccc(C2(C)NC(=O)N(CC(=O)Nc3ccccc3N3CCCCC3)C2=O)cc1 (stereo not given) | 8% | -3 | · | 0% | -2% | · | ·
COc1ccccc1-c1nc(-c2ccccn2)no1 | -2% | ? | -5 | 0% | 55%[activator] | 1% | 14
Cc1nc(-c2ccncc2)sc1C(=O)Nc1ccc(Br)cc1 | -1% | -72* | 1 | 0% | -15% | 2% | -3
CC1CN(c2nn3c(=O)c4ccccc4nc3c3ccccc23)CC(C)O1 (stereo not given) | 9% | -28 | -9 | -12% | -9% | 14% | 5
N#Cc1c2n(cnc1=O)CCCCC2 | · | -9 | 27 | -2% | 2% | -3% | -3
CCc1c(C)nc2nc(SCc3ccccc3Cl)[nH]n2c1=O | -34% | 13 | 4 | -2% | -6% | -9% | 2
COc1cc(OC)cc(C(=O)NN2CCCCC2)c1 | -1% | 30 | -5 | ? | 3% | 8% | -2
CC(=O)NC1=NN(C(C)=O)C(C)(c2ccc(Cl)s2)S1 (stereo not given) | -17% | -7 | 3 | 5% | 17% | -3% | -1
COc1ccc(Cn2ccc(=O)c(Cc3c(Cl)cccc3Cl)c2C)cc1 | 58% | -38 | -18 | 3% | -3% | 9% | -4
CN(C(=O)CSc1ncnc2sc3c(c12)CCC3)C1CCS(=O)(=O)C1 (stereo not given) | -18% | -7 | · | -1% | 97%[activator] | · | ·

Following part
SMILES | AmpC inh no detg | HCMV inh | Shiga inhibitor | AmpC inh detg | AMA1 RON2 block | Giardia FBPA inh | Cycloheximide cs
Cc1nnc(SCCC(=O)Nc2ccc(F)cc2)s1 | -3% | -14 | 5 | 0% | 6% | 4% | 7
COc1ccc(N(CC(=O)Nc2cc(C)ccc2C)S(=O)(=O)c2c(C)nn(C)c2C)cc1 | 189%[activator] | -19 | -10 | ? | 5% | 4% | -3
O=C(Cn1nnc(-c2ccccc2)n1)NNC(=O)c1ccc(Br)cc1 | -37% | -10 | 9 | -8% | 73%[activator] | 4% | -2
O=C(c1ccc(F)cc1)N1CCOCC1 | -9% | -8 | -17 | 4% | -1% | 2% | 7
O=C(CCC(=O)c1ccc(Oc2ccccc2)cc1)Nc1cccc(Cl)c1 | -40% | 14 | -8 | ? | -16% | 0% | -5
CC(=O)N1c2ccccc2NC2=C(C(=O)CCC2)C1c1ccc(F)cc1 (stereo not given) | -7% | -36 | 22 | -2% | 9% | -1% | 2
Cc1ccc(OCCC(=O)O)cc1 | -12% | 0 | -7 | -2% | 3% | 10% | 10

Looked up above:
AmpC inh no detg, COc1ccc(N(CC(=O)Nc2cc(C)ccc2C)S(=O)(=O)c2c(C)nn(C)c2C)cc1 is entered as 189%[activator]
Shiga inhibitor, O=C(CCC(=O)c1ccc(Oc2ccccc2)cc1)Nc1cccc(Cl)c1 is entered as -8

Two entries picked at random from those above:
SMILES | AmpC inh no detg | HCMV inh | Shiga inhibitor | AmpC inh detg | AMA1 RON2 block | Giardia FBPA inh | Cycloheximide cs
CCCCn1c(=O)c(C(=O)NCc2ccccc2Cl)c(O)c2ccccc21 | -29% | 39 | · | ? | 12% | 18% | -1
N#Cc1c2n(cnc1=O)CCCCC2 | · | -9 | 27 | -2% | 2% | -3% | -3
